# Compound activity from PubChem BioAssay.
# PfHsp40 rescue: restores yeast growth despite PfHsp40 toxicity | actives 0.68% (n = 340,000) | S. cerevisiae expressing PfHsp40, growth rescue, ATP luminescence | growth rescue, % at 12.5 µM; in the data active = growth rescue above about 28%, passing the limit was not always enough; inconclusive = no clear call, values can overlap the other calls;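 also: yeast W303a lacking pdr1 and pdr3 grown in galactose medium; growth measured after three days at 30 °C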
# BoNT-A LC inh2: blocks Botulinum neurotoxin A light chain protease. AID 588499. inhibition, % at 10 µM. actives 0.17% (n = 360,000). multiplex microsphere protease substrate cleavage, flow cytometry; also: plate controls were buffer without enzyme for full effect and enzyme alone for no effect
# BoNT F protease: BoNT F light chain protease inhibition. Multiplex microsphere protease cleavage assay, flow cytometry. inhibition, % at 10 µM. actives 0.22% (n = 360,000). AID 588497; in the data active = inhibition above about 35%, passing the limit was not always enough; inconclusive = no clear call, values can overlap the other calls; also: plate controls were buffer without enzyme for full effect and enzyme alone for no effect
# FadD28 FP inh: M. tuberculosis FadD28 bisubstrate binding inhibition. FadD28 bisubstrate probe binding, fluorescence polarization. AID 588549. actives 0.22% (n = 360,000). inhibition, % at 12.5 µM; in the data active = inhibition above about 8.5%, passing the limit was not always enough; inconclusive = no clear call, values can overlap the other calls
# BioA inh: inhibitors of Mycobacterium tuberculosis BioA enzyme; purified M. tuberculosis BioA enzyme, plate reader; inhibition, % at 9.99 µM; actives 0.096% (n = 360,000); in the data active = inhibition above about 40%; inconclusive = no clear call, values can overlap the other calls
# Anthrax LF inh2: blocks Bacillus anthracis lethal factor protease; inhibition, % at 10 µM; multiplex microsphere protease cleavage assay, LF; actives 0.12% (n = 360,000); P15917; also: plate controls were buffer without enzyme for full effect and enzyme alone for no effect
# Target sequence (P15917 whole entry, looked up): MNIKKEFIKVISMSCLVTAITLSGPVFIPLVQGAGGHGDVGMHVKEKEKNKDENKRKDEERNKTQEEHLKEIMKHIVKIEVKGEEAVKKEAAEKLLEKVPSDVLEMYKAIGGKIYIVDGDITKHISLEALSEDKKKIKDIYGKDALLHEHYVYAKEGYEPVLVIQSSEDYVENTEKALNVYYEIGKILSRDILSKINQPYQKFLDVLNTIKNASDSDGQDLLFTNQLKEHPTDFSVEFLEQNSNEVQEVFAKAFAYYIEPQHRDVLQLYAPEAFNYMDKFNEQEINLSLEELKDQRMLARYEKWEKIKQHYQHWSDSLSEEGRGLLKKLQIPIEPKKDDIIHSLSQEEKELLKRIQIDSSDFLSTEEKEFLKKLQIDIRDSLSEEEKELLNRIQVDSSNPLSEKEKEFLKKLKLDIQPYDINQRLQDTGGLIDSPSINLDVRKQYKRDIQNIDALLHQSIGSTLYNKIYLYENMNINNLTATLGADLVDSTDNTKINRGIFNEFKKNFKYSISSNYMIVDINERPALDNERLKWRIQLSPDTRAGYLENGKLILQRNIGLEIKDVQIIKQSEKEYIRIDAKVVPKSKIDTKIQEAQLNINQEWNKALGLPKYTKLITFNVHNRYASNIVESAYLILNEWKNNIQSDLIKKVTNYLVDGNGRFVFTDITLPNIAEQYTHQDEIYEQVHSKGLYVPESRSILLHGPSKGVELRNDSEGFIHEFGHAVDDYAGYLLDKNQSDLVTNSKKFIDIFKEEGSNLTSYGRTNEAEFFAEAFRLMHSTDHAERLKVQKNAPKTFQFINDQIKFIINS
# FBA Mtb inh: inhibits M. tuberculosis FBA enzyme; P9WQA3; inhibition, % at 1 µM; actives 2.3% (n = 360,000); AID 588726; purified M. tuberculosis FBA, fluorescence read-out; in the data active = inhibition above about 27%;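 also: 0% = vehicle and 100% = reference inhibitor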
# UGM FP inh: blocks M. tuberculosis UGM enzyme | inhibition, % at 10 µM | P9WIQ1 | actives 0.06% (n = 320,000) | purified UGM, fluorescence polarization probe displacement | AID 504406; in the data active = inhibition above about 10%, passing the limit was not always enough; inconclusive = no clear call, values can overlap the other calls
# GDH-TPI counter: counter-screen for M. tuberculosis FBA inhibitors: GDH-TPI coupled enzymes; actives 1.2% (n = 360,000); GDH-TPI coupled enzyme counterscreen, NADH absorbance; inhibition, % at 4.8 µM; AID 588335; in the data active = inhibition above about 30%;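 also: 0% = DMSO wells and 100% = wells lacking the enzyme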
# Starred values were filed as active, the others as inactive; u = inconclusive; x = no result given. Rule as the data show it, unless noted: active = inhibition above about 30%; inconclusive = no clear call, values can overlap the other calls; inactive = below that.
# The line under a structure holds: GDH-TPI counter | UGM FP inh | BoNT F protease | BioA inh | FBA Mtb inh | Anthrax LF inh2 | PfHsp40 rescue | FadD28 FP inh | BoNT-A LC inh2
> O=C(NCc1ccccn1)C(=O)N/N=C/c1ccccc1O
→ 25.0 | 3.3 | -3.9 | -1.6 | -0.2 | -6.4 | -0.2 | -1.2 | -0.4
> CCCCNC(=O)Cn1c(=O)oc2cc(S(=O)(=O)N3CC(C)CC(C)C3)ccc21 (configuration not stated)
→ -7.1 | 1.0 | -5.1 | -0.2 | 5.4 | -11.5 | -0.7 | 0.7 | -1.5
> CCOc1ccc(NC(=O)CCNC(=O)Cn2cnc3ccccc3c2=O)cc1
→ 0.0 | 1.5 | -1.1 | -0.5 | 0.4 | 2.2 | -0.1 | 0.7 | 0.5
> CC1=CC(c2ccccc2)n2nc(N3C(=O)CCC3=O)nc2N1 (configuration not stated)
→ 3.5 | 4.0 | u | 0.8 | 104.4* | 1.8 | -1.1 | -4.9 | 1.1
> CCC(Sc1nc2c(cnn2-c2ccccc2)c(=O)[nH]1)C(=O)OC (configuration not stated)
→ 12.6 | 1.3 | -4.1 | 0.1 | 0.7 | -8.6 | 0.2 | -3.2 | -0.4
> Cc1c(NC(=O)C2CC=CCC2C(=O)O)c(=O)n(-c2ccccc2)n1C (configuration not stated)
→ 5.6 | -1.0 | -3.7 | -0.9 | -1.0 | -3.5 | -0.9 | -2.4 | -1.1
> O=C(Cn1nc(C(F)(F)F)c2c1CCCC2)NCCN1CCOCC1
→ 5.3 | -2.0 | u | -0.3 | -0.5 | 8.7 | 0.3 | -1.2 | u
> CC(C)C[C@H]1CNC(=S)N1C[C@H]1CCCN1C[C@H](CC(C)C)N1C[C@H](Cc2ccc(O)cc2)N(CC2CCCCCC2)C1=S
→ x | x | -15.7 | -2.7 | -5.6 | -2.7 | x | -6.8 | -1.2
> CC(=O)CCc1oc2c([N+](=O)[O-])cccc2c1-c1ccc(C)o1
→ 8.9 | -0.9 | -7.0 | x | 6.3 | 4.5 | -0.4 | 0.0 | -0.7
> COc1ccc(C(=O)Nc2cccc(S(=O)(=O)N(C)C)c2)cc1S(=O)(=O)N1CCOCC1
→ -4.5 | x | 6.6 | 1.9 | 3.4 | 4.2 | -1.0 | -4.7 | 0.6
> Cc1ccc(C(=O)N/N=C\c2c(C)nn(-c3ccccc3)c2Cl)cn1
→ 20.1 | -0.5 | 1.4 | x | -1.4 | 0.8 | -2.2 | -1.7 | 0.1
> CC(C)C1(C)C(=O)N=C2c3ccccc3C(=O)N21 (configuration not stated)
→ 8.0 | -1.4 | -25.8 | 1.0 | 2.9 | 1.3 | -0.9 | 0.5 | 1.6
> CCN(CC)S(=O)(=O)c1cccc(C(=O)Oc2cccnc2)c1
→ 6.4 | 0.4 | 6.0 | 0.4 | -2.0 | -6.5 | 0.7 | 0.1 | -0.9
> O=C(c1ccc2c(c1)OCO2)N1CCN(C(=O)c2ccco2)CC1
→ 2.8 | -2.6 | 0.4 | x | -0.2 | -9.1 | -0.3 | -3.4 | -0.4
> CCOC(=O)C1CCCN(CC(=O)Nc2c(C(=O)OC)[nH]c3ccccc23)C1 (configuration not stated)
→ 12.8 | 0.1 | -5.5 | 8.8 | 8.9 | 5.8 | -0.5 | 0.0 | -0.7
> O=C1c2ccccc2C(=O)c2c1ccc1c(=O)n(-c3ccccc3)[nH]c21
→ 4.5 | x | -17.8 | 0.6 | -1.1 | -4.2 | 0.9 | -1.0 | -1.3
> CSc1ncccc1C(=O)Nc1ccc(OC(F)(F)F)cc1
→ 1.2 | -1.4 | 0.3 | -3.3 | 44.4* | 2.1 | 1.1 | 0.0 | -1.0
> COc1ccc(NC(=O)CCNC(=O)c2ccc([N+](=O)[O-])cc2)cc1S(=O)(=O)N1CCOCC1
→ -10.6 | x | 9.3 | 1.1 | -0.1 | 1.4 | 0.6 | -3.5 | 2.4
> CCOc1cccc2cc(-c3nnc(NCc4ccc5c(c4)OCO5)s3)c(=O)oc12
→ 9.0 | 0.8 | 4.3 | -1.4 | 0.3 | 4.9 | -2.1 | -4.1 | 1.8
> CCC(Sc1nc(N)cc(N)n1)C(=O)O (configuration not stated)
→ 5.9 | -0.5 | 1.9 | -2.0 | -2.0 | 18.1 | 1.0 | -1.1 | 0.3
> Cc1c(NC(=S)NC(=O)COc2ccccc2)c(=O)n(-c2ccccc2)n1C
→ 4.8 | 5.0 | -0.9 | -1.5 | -0.4 | 3.1 | 0.9 | 0.0 | 0.4
> Fc1cccc(-c2ncc(-c3ccccc3)o2)c1
→ 4.4 | x | 1.5 | 0.8 | 24.2 | -3.1 | 0.4 | -0.5 | -0.1
> Cc1cc(C(=O)OCC(=O)NCCc2ccc(S(N)(=O)=O)cc2)c2ccccc2n1
→ 10.5 | 0.2 | 1.6 | 0.0 | 5.4 | 2.1 | 0.5 | -1.3 | 1.9
> Cn1c(N)c(C(=O)COC(=O)C2CCN(S(=O)(=O)c3cccs3)CC2)c(=O)n(C)c1=O
→ 2.4 | -2.5 | 4.7 | -0.7 | 1.0 | 0.4 | 4.6 | -4.3 | -0.1
> CC(=O)Nc1cccc(NS(=O)(=O)Cc2ccc(Cl)cc2)c1
→ 8.3 | -1.1 | 1.4 | 0.5 | 0.1 | 3.4 | 0.1 | -4.8 | 0.9
> COc1ccc(C(=O)CC(C(=O)O)c2ccc(OC)c(OC)c2)cc1OC (configuration not stated)
→ 13.4 | x | -2.3 | 7.7 | -2.8 | 0.3 | x | -0.2 | 0.4
> O=C(O)CC1S/C(=N/N=C/c2ccc(Br)cc2)N(c2ccccc2)C1=O (configuration not stated)
→ 5.7 | x | -8.5 | 1.4 | -1.7 | 3.2 | 0.8 | 0.1 | 0.8
> Cc1ccc2nc(NC(=O)C3CSC4(C)CCC(=O)N34)sc2c1 (configuration not stated)
→ 2.1 | -2.4 | -1.0 | -0.8 | -2.7 | 1.7 | -0.8 | -3.5 | 0.8
> COc1ccc(-n2c(-c3ccccc3)c[n+]3c2CCC3)cc1
→ 6.1 | -1.4 | u | 6.2 | -1.1 | -20.5 | 4.9 | -0.9 | -5.8
> COc1cccc(NS(=O)(=O)c2ccc(-c3coc(C)n3)cc2)c1
→ 0.4 | 2.1 | 5.4 | -0.3 | -2.5 | -2.9 | -1.4 | -1.3 | -0.9
> CCOc1ccc(Br)cc1-c1noc(-c2cccs2)n1
→ 3.4 | 0.3 | -19.1 | 1.2 | 4.6 | -4.2 | -1.5 | 1.9 | -0.6
> CCC1(C)Cc2ccccc2-c2nc3n(c(=O)c21)CCS3 (configuration not stated)
→ -3.4 | 2.0 | -2.8 | x | -2.1 | -3.2 | -0.3 | -2.5 | -1.0
> COc1ccccc1CC(=O)NC(=O)c1ccccc1O
→ 3.5 | 2.5 | -6.4 | 0.2 | 9.8 | 6.8 | 0.6 | 2.5 | -0.6
> CCN(C[C@H]1N[C@@](C)(C(=O)OC)[C@H]2C(=O)N(C)C(=O)[C@@H]12)C(=O)COC
→ -10.9 | x | -2.8 | 0.8 | 2.7 | -6.6 | 1.1 | -0.2 | 0.0
> COc1ccc(/C=N/OCc2ccccc2C#N)c(OC)c1
→ -3.6 | -1.0 | 12.4 | -1.3 | -0.6 | -3.4 | 3.5 | -1.1 | -0.3
> COc1ccc(CNC(=O)C(OC(=O)c2nsc(Cl)c2Cl)C(C)C)cc1 (configuration not stated)
→ -4.2 | -1.7 | -45.2 | -1.1 | -1.6 | 1.8 | 0.3 | -0.6 | -10.4
> CCN(CC(=O)NCc1ccc2c(c1)OCO2)S(=O)(=O)c1ccc(F)cc1
→ -6.8 | 0.0 | 0.5 | -0.8 | -0.3 | -1.2 | 0.3 | -0.1 | -1.3
> CC(C)(C)OC(=O)C[C@H]1C/C=C\C[C@H](CC(=O)NCCO)C(=O)N[C@@H](Cc2ccccc2)COC1=O
→ 7.7 | 0.5 | -8.5 | -3.0 | 3.6 | -7.5 | 1.1 | 0.7 | 0.2
> CCOc1ccccc1C(=O)N(C)Cc1cc2ccccc2[nH]c1=O
→ 9.4 | 0.4 | -7.2 | -0.6 | 3.9 | -7.4 | -0.1 | -2.1 | -0.7
> Cn1c(=O)c2cc(NC(=O)NCCc3cccs3)ccc2n1C/C=C/c1ccccc1
→ 18.1 | x | -2.5 | 0.1 | 65.3* | -4.8 | x | 0.1 | 0.0

# Some of the entries so far, with tabs:
Structure	GDH-TPI counter	UGM FP inh	BoNT F protease	BioA inh	FBA Mtb inh	Anthrax LF inh2	PfHsp40 rescue	FadD28 FP inh	BoNT-A LC inh2
CCC1(C)Cc2ccccc2-c2nc3n(c(=O)c21)CCS3 (configuration not stated)	-3.4	2.0	-2.8	x	-2.1	-3.2	-0.3	-2.5	-1.0
COc1ccccc1CC(=O)NC(=O)c1ccccc1O	3.5	2.5	-6.4	0.2	9.8	6.8	0.6	2.5	-0.6
CCN(C[C@H]1N[C@@](C)(C(=O)OC)[C@H]2C(=O)N(C)C(=O)[C@@H]12)C(=O)COC	-10.9	x	-2.8	0.8	2.7	-6.6	1.1	-0.2	0.0
COc1ccc(/C=N/OCc2ccccc2C#N)c(OC)c1	-3.6	-1.0	12.4	-1.3	-0.6	-3.4	3.5	-1.1	-0.3
COc1ccc(CNC(=O)C(OC(=O)c2nsc(Cl)c2Cl)C(C)C)cc1 (configuration not stated)	-4.2	-1.7	-45.2	-1.1	-1.6	1.8	0.3	-0.6	-10.4
CCN(CC(=O)NCc1ccc2c(c1)OCO2)S(=O)(=O)c1ccc(F)cc1	-6.8	0.0	0.5	-0.8	-0.3	-1.2	0.3	-0.1	-1.3
CC(C)(C)OC(=O)C[C@H]1C/C=C\C[C@H](CC(=O)NCCO)C(=O)N[C@@H](Cc2ccccc2)COC1=O	7.7	0.5	-8.5	-3.0	3.6	-7.5	1.1	0.7	0.2
CCOc1ccccc1C(=O)N(C)Cc1cc2ccccc2[nH]c1=O	9.4	0.4	-7.2	-0.6	3.9	-7.4	-0.1	-2.1	-0.7
Cn1c(=O)c2cc(NC(=O)NCCc3cccs3)ccc2n1C/C=C/c1ccccc1	18.1	x	-2.5	0.1	65.3*	-4.8	x	0.1	0.0

# (listing goes on)
# The line under a structure holds: GDH-TPI counter | UGM FP inh | BoNT F protease | BioA inh | FBA Mtb inh | Anthrax LF inh2 | PfHsp40 rescue | FadD28 FP inh | BoNT-A LC inh2
> Cc1nc2sc(C(c3ccc(C(C)C)cc3)N3CCN(CCO)CC3)c(O)n2n1 (configuration not stated)
→ 1.4 | -4.6 | -3.0 | 2.8 | 0.9 | -5.1 | 1.4 | -0.9 | -0.7
> Cc1cccc(C)c1NC(=O)N1C2CCC1CC(O)(c1cccnc1)C2 (configuration not stated)
→ -3.1 | 1.9 | -4.4 | 1.1 | 7.3 | -5.0 | -2.0 | -1.1 | -1.1
> CC1CCCC(C)N1C(=O)CSc1nnc(-c2cccs2)o1 (configuration not stated)
→ 1.4 | -0.5 | -10.7 | 4.4 | 7.8 | -5.1 | 0.7 | 1.9 | -0.8
> S=C(NCCc1ccccc1)Nc1ccc(Br)cc1
→ 3.0 | -0.4 | -6.0 | x | 0.9 | -4.7 | 0.9 | -3.4 | -0.6
> Cc1ccc(C)c(CN2C(=O)CSc3ccc(C(=O)NCC(C)CN4CCC(C)CC4)cc32)c1 (configuration not stated)
→ -5.9 | 1.1 | -2.7 | x | -2.9 | -1.2 | 0.9 | x | -2.5
> CCCn1nnc(NCc2ccc(OCc3cccs3)c(OC)c2)n1
→ 4.4 | -1.4 | -2.3 | 2.7 | -0.8 | -2.3 | 0.1 | -0.5 | -0.8
> Cc1ccc(Cl)cc1NC(=O)c1cccc(OC(F)F)c1
→ 4.7 | 0.0 | 4.7 | -0.2 | 3.8 | -3.8 | 6.8 | -1.7 | 7.5
> COC(=O)c1cn(Cc2c(C)cc(C)cc2C)nn1
→ 2.6 | 2.5 | -1.6 | x | -1.0 | -1.2 | -0.7 | -1.2 | 0.6
> Cc1cccc(C)c1NC(=S)NC1CCCCC1
→ 0.7 | -0.6 | -19.6 | x | -2.3 | -1.1 | 0.4 | 1.1 | -1.1

# Rows were taken by chance. About 4.7% of those tested had a hit in this group.
